Tat export inh: inhibitors of E. coli Tat protein transport | E. coli MC4100 TorA-mCherry Tat export, fluorescence | inhibition, % at 10 µM | actives 0.036% (n = 340,000) | AID 488895;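 active = mean replicate inhibition at least 50% and at least half of replicates individually reaching 50%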;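 note: exported cargo escapes ClpAP degradation while cytoplasmic cargo is degraded and loses fluorescence; 0% = median of neutral control wells and 100% = median of NaSCN control wells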
PfHsp90 set2: growth inhibition of yeast expressing Plasmodium Hsp90 | S. cerevisiae expressing PfHsp90, BacTiter-Glo ATP, 48 h; yeast lacking PDR1 and PDR3 efflux regulators | inhibition, % at 9.4 µM | actives 0.32% (n = 310,000) | AID 504621;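 active = every replicate shows inhibition above about 80%, whatever the replicate mean, limit read from the data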;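 note: 0% = DMSO neutral controls and 100% = 20 µM radicicol positive controls; yeast relying on Plasmodium falciparum Hsp90 in place of its own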
AddAB inh: less growth of phage-infected E. coli with AddAB; E. coli expressing H. pylori AddAB, absorbance growth; inhibition, % at 11.9 µM; actives 0.29% (n = 330,000); AID 435030; in the data active = inhibition above about 12%;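 note: 0% = vehicle wells of infected cells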
DSG3 Ab inh: blocks pemphigus antibody binding to human desmoglein-3; P32926; DSG3-coupled beads, scFv-anti-DSG3-GFP binding, flow cytometry; stronger effect = lower value; binding (percent of control), % at 10 µM; actives 0.48% (n = 310,000); AID 588358;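 active = binding more than 3 SD below its plate's average and above zero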;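 note: hits lower antibody fragment binding to DSG3; some compounds called inactive have numbers as strong as hits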
OPRM1-OPRD1 ag: OPRM1-OPRD1 heterodimerization agonism | P35372+P41143 | cells, luminescence | activation, % at 9.3 µM | actives 0.3% (n = 340,000); in the data active = activation above about 18%;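 note: 0% = vehicle-treated cells and 100% = reference agonist; values of inactives mirror those of a sister screen read the other way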
Target sequence (P35372 whole entry, looked up): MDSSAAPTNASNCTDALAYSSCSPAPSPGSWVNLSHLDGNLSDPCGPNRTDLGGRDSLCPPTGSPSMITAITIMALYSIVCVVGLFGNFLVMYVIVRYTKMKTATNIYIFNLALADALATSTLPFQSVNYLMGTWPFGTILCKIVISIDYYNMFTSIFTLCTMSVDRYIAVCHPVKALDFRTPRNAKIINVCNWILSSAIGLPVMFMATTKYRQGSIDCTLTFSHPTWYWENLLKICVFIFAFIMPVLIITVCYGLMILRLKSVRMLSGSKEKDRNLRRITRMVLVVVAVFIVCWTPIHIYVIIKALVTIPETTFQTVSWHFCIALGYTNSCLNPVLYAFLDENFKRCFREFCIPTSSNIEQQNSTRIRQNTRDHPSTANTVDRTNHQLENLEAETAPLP
Target sequence (P41143 whole entry, looked up): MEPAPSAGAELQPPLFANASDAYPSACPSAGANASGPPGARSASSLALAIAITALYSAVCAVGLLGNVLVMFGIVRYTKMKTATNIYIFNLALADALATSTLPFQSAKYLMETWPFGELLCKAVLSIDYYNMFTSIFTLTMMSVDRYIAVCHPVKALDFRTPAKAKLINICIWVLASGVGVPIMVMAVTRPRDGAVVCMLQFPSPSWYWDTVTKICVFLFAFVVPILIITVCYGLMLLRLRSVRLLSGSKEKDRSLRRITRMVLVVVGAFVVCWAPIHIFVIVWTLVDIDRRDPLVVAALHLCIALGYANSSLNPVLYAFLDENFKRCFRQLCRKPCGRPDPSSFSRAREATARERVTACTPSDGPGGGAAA
MOR-DOR inv ag: mu-delta opioid heterodimer inverse agonism; P35372+P41143; cell-based MOR-DOR heterodimer luminescence; inhibition, % at 9.3 µM; actives 0.21% (n = 340,000); AID 504357; in the data active = inhibition above about 22%, passing the limit was not always enough;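 note: 0% = cells with DMSO and 100% = wells without cells with DMSO; values of inactives mirror those of a sister screen read the other way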
Arrestin-AP2 inh: blocks beta-arrestin peptide binding to AP2 adaptin; actives 0.31% (n = 340,000); inhibition, % at 10 µM; AID 504490; FITC-arrestin peptide / GST-AP2 beads, flow cytometry; AP2 beta2 appendage carries R879A mutation;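 active = inhibition above a set limit, near 3 SD of compounds lacking own fluorescence, cut at about 54% in these data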;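 note: plate controls were DMSO wells for no effect and 5 µM unlabelled arrestin peptide for full effect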
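System: GST-AP2 R879A glutathione beads; medium: PBS, Tween 20 0.05%, BSA 0.1%; reagent: fluorescein-tagged arrestin peptide at 50 nM final; schedule: pre-incubation 12 min, peptide binding 1 h, room temperature; detection: flow cytometry, FL1 (488/535 nm); read-out: inhibition as reduced fluorescein signal on beads, percent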
PKA-R1A activ: PKA-R1A complex activation | PKA-R1A dissociation, Cy5-IP20 fluorescence polarization; scaled: DMSO 0%, 113 µM cGMP 100% | activation, % at 11.4 µM | actives 0.083% (n = 340,000);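 active = percent activation above the mean of all tested compounds plus 3 SD, cut at about 19% in these data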;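 note: higher means more PKAc released from R1A so a rise in polarization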
Ecoli viability: bacterial growth inhibition, counter-screen for AddAB inhibitors | inhibition, % at 11.9 µM | E. coli V3065 growth, OD600 absorbance, 18 h | actives 0.27% (n = 330,000) | AID 449728;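 active = inhibition above the campaign's mean inhibition across all tested compounds plus 3 SD, cut at about 9.9% in these data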;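 note: uninfected addAB+ strain grown without phage in ampicillin broth; 0% = DMSO wells and 100% = ciprofloxacin 0.95 µg/ml wells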
Mot1-301 SUMO: inhibitors of SUMOylation pathway: yeast Mot1-301 growth rescue; growth rescue, % at 18.8 µM; actives 1% (n = 320,000); S. cerevisiae Mot1-301 growth rescue, ATP luminescence, 38.5C; percent above DMSO median, 100 means doubled; AID 2716;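 active = every valid replicate shows activation above 250% relative to neutral control wells; inactive = the rest, any valid replicate at or below 250%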;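 note: OY570 slx delta 5 strain wells were the positive control but not used for scaling; some compounds called inactive have numbers as strong as hits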
phage Ecoli inh: E. coli growth loss with phage present; inhibition, % at 11.9 µM; growth absorbance; AID 651602; actives 0.26% (n = 360,000); in the data active = inhibition above about 11%
An asterisk follows results filed as active; . = not tested or not shown.

SMILES | Tat export inh | PfHsp90 set2 | AddAB inh | DSG3 Ab inh | OPRM1-OPRD1 ag | MOR-DOR inv ag | Arrestin-AP2 inh | PKA-R1A activ | Ecoli viability | Mot1-301 SUMO | phage Ecoli inh
CC(=O)NC1=C(C#N)C(c2ccccc2)c2c(ccc3ccccc23)O1 (stereo unspecified) | 0 | 0 | -1.1 | 108 | 0.2 | -1 | -3 | -4 | 2.1 | -12 | 1.6
O=C1NC(Nc2ccccn2)(C(F)(F)F)C(=O)N1c1ccc(F)cc1 (stereo unspecified) | 16 | -9 | 1.4 | . | -2.0 | 9 | 11 | -12 | -2.4 | 15 | 3.9
COCCNc1nc(C(C)(C)C)nc2c1nnn2Cc1ccccc1Cl | 6 | . | 1.7 | 95 | 2.1 | -11 | -5 | -5 | 0.9 | . | 1.7
COC(=O)c1ccc(NC(=O)C2CCCN2S(=O)(=O)c2ccc(C)cc2)cc1 (stereo unspecified) | 3 | 7 | 4.6 | 112 | -2.2 | 12 | 2 | 0 | 2.6 | -7 | 0.3
CC(=O)Nc1ccc(NC(=O)CNC(=O)COc2ccccc2)cc1 | 2 | -17 | 1.2 | 83 | -1.3 | 7 | -1 | 7 | -2.0 | 4 | 3.6
O=C(CN1C(=O)NC2(CCc3ccccc32)C1=O)c1ccc(Br)s1 (stereo unspecified) | 7 | 5 | 5.5 | 99 | -1.4 | 5 | -5 | -6 | -1.0 | 63 | 3.1
Cn1c(N)c(C(=O)COC(=O)CCc2c[nH]c3ccccc23)c(=O)n(C)c1=O | -1 | 5 | 0.9 | 99 | -2.0 | 9 | -2 | -1 | -0.7 | 77 | 1.4
O=C(Nc1ccc2[nH]c(=O)[nH]c2c1)c1ccc(Br)o1 | 0 | -4 | 0.0 | 106 | -2.8 | 15 | -9 | -9 | 0.2 | 101 | 0.9
Cc1cc(NC(=O)c2cc3n(n2)C(C(F)(F)F)CC(c2ccc(Cl)c(Cl)c2)N3)no1 (stereo unspecified) | -13 | 1 | 1.0 | . | 4.9 | -26 | 2 | -10 | 0.8 | -5 | -0.2
CC(=O)c1cccc(Nc2nc(-c3ccccc3)cs2)c1 | -6 | -24 | 0.3 | 93 | 1.6 | -8 | 9 | -4 | 0.8 | 4 | 1.8
COc1ccc(/C(O)=C2\C(=O)C(=O)N(CC3CCCO3)C2c2cc(OC)ccc2OC)cc1 (stereo unspecified) | 1 | -3 | 1.4 | 97 | -0.9 | 5 | -3 | 4 | -1.2 | -11 | 0.8
O=C(NCc1ccccc1)/C(=N\O)c1ccccc1 | -3 | -14 | -0.2 | 93 | -3.4 | 20 | -3 | -10 | -2.5 | -8 | -0.6
CCCNC(=O)C(Cc1cccc(OC)c1)NC(=O)c1ccc(C#N)cc1 (stereo unspecified) | 3 | 0 | 0.3 | 99 | -2.2 | 13 | -4 | -10 | -3.4 | 7 | 4.0
C=CCN(c1ccc(C(=O)NCCc2ccccc2)cc1)S(C)(=O)=O | -2 | 12 | 2.7 | 97 | 0.8 | -5 | 38 | -6 | 3.9 | . | 2.7
C=CCN(c1ccccc1)S(=O)(=O)c1cccc(C(=O)OCC(=O)NCCOC)c1 | 3 | 6 | 4.9 | 86 | -3.9 | 20 | 32 | -11 | 1.0 | -1 | 2.8
CCN(CC)CCN1C(=O)C(=O)/C(=C(/O)c2c(C)[nH]c(C(=O)OC)c2C)C1c1cccs1 (stereo unspecified) | -14 | 45 | 1.2 | 102 | 1.6 | -9 | 6 | -15 | -1.9 | 1 | -10
O=C(c1cccnc1)c1ncc(C(F)(F)F)cc1Cl | -3 | -4 | -2.9 | 96 | -1.5 | 9 | 3 | -2 | -2.2 | 49 | 1.1
O=C(Nc1ccc(Cl)cn1)c1cccc(S(=O)(=O)N2CCCCC2)c1 | -1 | 9 | . | 95 | 0.1 | -1 | -13 | 1 | . | . | 2.4
Cc1cc(=O)oc(C)c1C(=O)Nc1cccc(F)c1 | 6 | 3 | 0.0 | 96 | -3.0 | 15 | 43 | -2 | 0.0 | -3 | 0.4
CC(c1cccs1)N(C)Cc1nc(CCc2ccccc2)no1 (stereo unspecified) | 13 | -22 | 0.4 | 101 | 6.5 | -44 | -8 | -8 | 3.8 | 12 | 4.1
C=CCc1cccc2cc(C(=O)Nc3ccc(CC(=O)O)cc3)c(=O)oc12 | -1 | 8 | 2.7 | 101 | -3.5 | 17 | -12 | 2 | -0.3 | 63 | 4.5
O=C(N/N=C/c1cccc(F)c1)c1cc(-c2ccco2)nc2ccccc12 | 1 | 3 | 3.1 | 59 | -1.5 | 9 | -3 | 0 | 0.2 | -2 | 1.6
Cc1ccc(NC(=O)CN(C)C(=O)c2ccc3[nH]c4c(c3c2)CC(C)CC4)cc1 (stereo unspecified) | 11 | -21 | -1.2 | 112 | -0.1 | 1 | -7 | -3 | 0.3 | 3 | 2.4
O=C1NC(c2cccc(Cl)c2)Oc2ccccc21 (stereo unspecified) | -13 | -9 | 2.1 | 113 | -4.1 | 20 | 33 | -1 | 0.9 | -1 | 1.7
COCC(=O)Nc1cc(C)c2c(=O)oc3ccccc3c2n1 | -11 | -11 | 0.8 | 100 | -0.7 | 4 | 1 | 8 | -0.9 | 0 | 2.9
Additional entries:
SMILES | Tat export inh | PfHsp90 set2 | AddAB inh | DSG3 Ab inh | OPRM1-OPRD1 ag | MOR-DOR inv ag | Arrestin-AP2 inh | PKA-R1A activ | Ecoli viability | Mot1-301 SUMO | phage Ecoli inh
COc1ccc(OC)c(NC(=O)COC(=O)COc2c(Cl)cc(Cl)c3ccc(C)nc23)c1 | 2 | 0 | -2.1 | 97 | 0.0 | 0 | -4 | 0 | -0.4 | 143 | 2.0
CC(C)(C)N1C(=O)c2ccc(C(=O)Nc3nccs3)cc2C1=O | 3 | -2 | 1.9 | 111 | 3.1 | -18 | -2 | -1 | 0.2 | -6 | 1.3
O=C(c1ccc(S(=O)(=O)N2CCCC2)cc1)N(c1ccccc1)C1C=CS(=O)(=O)C1 (stereo unspecified) | 3 | -4 | -0.8 | 117 | -1.0 | 5 | 39 | -3 | 0.7 | -5 | 1.6
Cc1cccc(NC(=O)COC(=O)c2ccccc2-c2nc3ccccc3s2)c1C | 9 | 5 | -1.8 | 103 | 0.3 | -3 | 5 | 0 | 0.2 | -8 | 1.7
CCn1c(C)cc2c(c1=O)C(c1ccncc1)C(C#N)=C(N)O2 (stereo unspecified) | -12 | . | 0.5 | . | -2.5 | 12 | 19 | 3 | 0.5 | 5 | 3.8
O=C(COc1ccc2c(-c3ccccc3)cc(=O)oc2c1)N[C@@H](Cc1c[nH]c2ccc(O)cc12)C(=O)O | 4 | 3 | 0.7 | 95 | -0.5 | 3 | 17 | -7 | -3.5 | 4 | 2.6
CCOc1ccccc1N1CCN(C(=O)c2c(-c3c(F)cccc3Cl)noc2C)CC1 | 3 | 2 | 0.9 | . | 0.6 | -3 | -18 | -4 | 0.3 | 196 | 1.4
CCc1nc2ccc(C(=O)N(C)CC(=O)Nc3ccc(F)c(F)c3F)cc2nc1CC | -8 | 16 | . | 77 | 1.1 | -7 | -9 | 8 | . | . | 1.0
O=C(NCCCN1CCCC1=O)c1cc(-c2cccnc2)nc2ccc(Cl)cc12 | 4 | -2 | 1.5 | . | 0.0 | 0 | 9 | -1 | -2.1 | 6 | 2.8
CC(C)CNC(=S)NC1CC2CCCC(C1)N2Cc1cccs1 (stereo unspecified) | -6 | 9 | -0.4 | 101 | -0.3 | 2 | -9 | 8 | 1.2 | -4 | 2.0
CC(=O)Nc1ccccc1OC(=O)N1CCOCC1 | -3 | 11 | 3.9 | 86 | 0.9 | -5 | 13 | -7 | -0.1 | -7 | 3.5
CC(=O)N(CC(=O)Nc1sc(C)c(C)c1C(N)=O)Cc1ccccc1 | -5 | -68 | 1.0 | 105 | -1.8 | 10 | -1 | -8 | -0.9 | 34 | 4.6
CCN1CCc2nc3ccccc3c(C(=O)Nc3ccc(F)cc3)c2C1 | 0 | -15 | 1.3 | 94 | -0.6 | 3 | -10 | 2 | 1.8 | -2 | 3.6
Cc1cc(OCC[N+]2(C)CCCCC2)nc2ccccc12 | 11 | 12 | 0.5 | 101 | -2.4 | 12 | -4 | 2 | 4.7 | -3 | 2.1
O=C(c1cccc(C(=O)N2CCN(c3ncccn3)CC2)c1)N1CCN(c2ncccn2)CC1 | -1 | -4 | 1.3 | 101 | -0.9 | 5 | -4 | 4 | 1.4 | 2 | 2.6
O=C1Cc2ccccc2Sc2ccc(Cl)cc21 | 1 | -10 | 1.4 | 105 | 5.3 | -31 | 2 | 5 | 0.0 | 31 | 2.7
COc1ccc(C(=O)c2ccc([N+](=O)[O-])cc2)cc1S(=O)(=O)N1CCC(C(=O)O)CC1 | -3 | 3 | -1.1 | 97 | 3.2 | -15 | -6 | -1 | -1.3 | 65 | -0.4
CCCCCCCCC(=O)N1CCN(c2cc3c(cc2F)c(=O)c(C(=O)O)cn3CC)CC1 | 8 | -7 | -0.9 | 101 | -1.1 | 5 | -8 | 5 | 2.5 | -15 | 0.1
O=C(Nc1ccc(N2CCOCC2)c(Cl)c1)C1CCCCC1 | -7 | 21 | 0.7 | 99 | -0.9 | 4 | 1 | 4 | -0.8 | -7 | 4.7

Structural class, the entries above with a furan ring, fused or not.
SMILES | Tat export inh | PfHsp90 set2 | AddAB inh | DSG3 Ab inh | OPRM1-OPRD1 ag | MOR-DOR inv ag | Arrestin-AP2 inh | PKA-R1A activ | Ecoli viability | Mot1-301 SUMO | phage Ecoli inh
O=C(Nc1ccc2[nH]c(=O)[nH]c2c1)c1ccc(Br)o1 | 0 | -4 | 0.0 | 106 | -2.8 | 15 | -9 | -9 | 0.2 | 101 | 0.9
O=C(N/N=C/c1cccc(F)c1)c1cc(-c2ccco2)nc2ccccc12 | 1 | 3 | 3.1 | 59 | -1.5 | 9 | -3 | 0 | 0.2 | -2 | 1.6

Six entries out of the list above, sorted by their value in Arrestin-AP2 inh, largest number first:
structure	Tat export inh	AddAB inh	DSG3 Ab inh	OPRM1-OPRD1 ag	MOR-DOR inv ag	Arrestin-AP2 inh	PKA-R1A activ	Mot1-301 SUMO	phage Ecoli inh
O=C(c1ccc(S(=O)(=O)N2CCCC2)cc1)N(c1ccccc1)C1C=CS(=O)(=O)C1 (stereo unspecified)	3	-0.8	117	-1.0	5	39	-3	-5	1.6
Cc1cccc(NC(=O)COC(=O)c2ccccc2-c2nc3ccccc3s2)c1C	9	-1.8	103	0.3	-3	5	0	-8	1.7
O=C1Cc2ccccc2Sc2ccc(Cl)cc21	1	1.4	105	5.3	-31	2	5	31	2.7
O=C(Nc1ccc(N2CCOCC2)c(Cl)c1)C1CCCCC1	-7	0.7	99	-0.9	4	1	4	-7	4.7
CC(=O)N(CC(=O)Nc1sc(C)c(C)c1C(N)=O)Cc1ccccc1	-5	1.0	105	-1.8	10	-1	-8	34	4.6
COc1ccc(OC)c(NC(=O)COC(=O)COc2c(Cl)cc(Cl)c3ccc(C)nc23)c1	2	-2.1	97	0.0	0	-4	0	143	2.0

Screening data: PubChem, several laboratories
